# APJ antagonist – antagonists of human apelin receptor APJ, primary screen, CHO-K1 cells, beta-arrestin complementation, luminescence. AID 2521, 2010. actives 0.32% (n = 330,000). inhibition, % at 20 µM;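 active means inhibition above about 40% at 20 µM, limit read from the data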;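 further: cells challenged with 10 nM apelin-13 agonist together with compound; plate controls were apelin-13 plus DMSO wells for no effect and DMSO wells lacking apelin-13 for full effect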
# ATG4B inh – ATG4B protease inhibitors, primary screen, biochemical, fluorescence, uHTS | inhibition, % at 8.33 µM | AID 504462, 2011 | ATG4B cleavage of LC3-PLA2, NBD-HPC fluorescence, 1 h | actives 0.51% (n = 340,000); in the data active means inhibition above about 40%
# Gli-Sufu antag – Gli-Sufu pathway antagonists, primary screen, luciferase luminescence, Sufu-KO-LIGHT cells, uHTS. inhibition, % at 5 µM. AID 588413, 2011. actives 0.74% (n = 340,000). Sufu-KO-LIGHT fibroblasts, Gli luciferase reporter luminescence;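 active means inhibition above about 55%, limit read from the data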;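 further: 0% = DMSO-treated cells and 100% = wells with medium but no cells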
# EBI2 antag – EBI2 receptor antagonists, beta-arrestin recruitment, primary screen, cell-based, luminescence, 7a,25-OHC stimulation, uHTS; G-protein coupled receptor 183 (Homo sapiens), P32249; 7a,25-OHC stimulated; inhibition, % at 5 µM; actives 0.81% (n = 360,000); AID 651636, 2012; in the data active means inhibition above about 38%;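 further: enzyme fragment complementation signal reports receptor beta-arrestin coupling in cells; 0% = agonist plus DMSO wells and 100% = wells without agonist; some results beyond the cut were filed as inactive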
# Target sequence (P32249 whole entry, looked up, the tested form may be a part): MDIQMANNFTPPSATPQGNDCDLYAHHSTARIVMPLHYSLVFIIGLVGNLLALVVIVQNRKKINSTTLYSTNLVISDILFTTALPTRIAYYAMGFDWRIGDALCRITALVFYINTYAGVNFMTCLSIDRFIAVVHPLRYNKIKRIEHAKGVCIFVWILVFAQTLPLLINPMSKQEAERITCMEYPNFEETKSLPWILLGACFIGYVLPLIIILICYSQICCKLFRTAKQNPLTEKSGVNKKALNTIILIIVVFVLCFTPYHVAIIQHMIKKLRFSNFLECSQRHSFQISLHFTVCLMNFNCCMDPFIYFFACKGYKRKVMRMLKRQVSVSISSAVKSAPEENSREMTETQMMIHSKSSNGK
# UBC13 inh – UBC13 polyubiquitin chain formation inhibitors, primary screen, biochemical, TR-FRET, uHTS; Ubiquitin-conjugating enzyme E2 N (Homo sapiens), P61088; actives 0.47% (n = 330,000); inhibition, % at 20 µM; in the data active means inhibition above about 45%, passing the limit was not always enough
# Target sequence (P61088 whole entry, looked up): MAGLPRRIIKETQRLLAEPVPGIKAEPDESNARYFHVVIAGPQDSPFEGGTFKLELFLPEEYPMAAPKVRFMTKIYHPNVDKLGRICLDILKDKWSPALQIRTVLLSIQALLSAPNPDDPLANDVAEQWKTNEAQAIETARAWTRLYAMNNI
# CXCR6 inh – CXCR6 receptor inhibitors, primary screen, cell-based, beta-arrestin, luminescence, CHO-K1 PathHunter, 1536-well; inhibition, % at 20 µM; C-X-C chemokine receptor type 6 (Homo sapiens), O00574; actives 0.36% (n = 360,000); in the data active means inhibition above about 34%, passing the limit was not always enough;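 further: antagonist mode with CXCL16 agonist at 10 nM final; 0% = 10 nM CXCL16 with DMSO and 100% = unstimulated wells without agonist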
# Target sequence (O00574 whole entry, looked up): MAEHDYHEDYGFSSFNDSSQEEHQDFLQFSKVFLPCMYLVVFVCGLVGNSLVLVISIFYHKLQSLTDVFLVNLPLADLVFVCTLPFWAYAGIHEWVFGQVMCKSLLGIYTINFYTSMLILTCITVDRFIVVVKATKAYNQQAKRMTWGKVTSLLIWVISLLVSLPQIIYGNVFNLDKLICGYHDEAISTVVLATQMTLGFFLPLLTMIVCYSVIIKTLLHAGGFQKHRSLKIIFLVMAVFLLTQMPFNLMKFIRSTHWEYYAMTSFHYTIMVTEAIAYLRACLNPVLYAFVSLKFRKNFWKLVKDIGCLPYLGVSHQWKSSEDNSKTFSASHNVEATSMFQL
# CCR6 antag – CCR6 receptor antagonists, primary screen, cell-based, CHO-K1, luminescence, beta-arrestin, uHTS | AID 493098, 2011 | inhibition, % at 20 µM | CHO-K1 CCR6 PathHunter beta-arrestin, CCL20-stimulated | actives 0.49% (n = 340,000);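 active means compounds whose inhibition of the agonist-driven luminescence signal at 20 µM reaches about 50%, limit read from the data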;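 further: cells stimulated with CCL20 at 14 nM final; plate controls were DMSO with CCL20 for no effect and DMSO without agonist for full effect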
# APJ agonist – agonists of human apelin receptor APJ, primary screen, CHO-K1 cells, PathHunter beta-arrestin, luminescence; P35414; 0% DMSO wells, 100% apelin; activation, % at 20 µM; actives 0.11% (n = 330,000);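 active means activation more than six SD over the plate average, tested at 20 µM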;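 further: 0% = DMSO alone and 100% = apelin-13 at 10 nM; some results filed as inactive read as strong as hits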
#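 Material: engineered CHO-K1 APJ arrestin reporter cells; amount: 1000 CHO-K1 reporter cells seeded per well; incubation: compound stimulation 90 min at 25 °C, detection 60 min; signal: luminescent beta-gal fragment complementation, chemiluminescent substrate; read-out basis: APJ agonist activity; controls: DMSO-only wells as negative, 10 nM Apelin-13 as positive control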
# An asterisk follows results filed as active; . = not tested or not shown.
# The opening two compounds as a preview:
# Every second line gives: Gli-Sufu antag	APJ antagonist	APJ agonist	EBI2 antag	UBC13 inh	CXCR6 inh	ATG4B inh	CCR6 antag
Nc1cc(=O)[nH]n1C1CCN(c2ccccc2)CC1
 : -9	2	10	-21	-8	-13	-13	-4
COc1ccccc1NCC(=O)Nc1cc(S(=O)(=O)N2CCOCC2)ccc1N1CCOCC1
 : 8	-14	-2	-5	12	1	-10	13

# Main list, previewed entries included:
# Every second line gives: Gli-Sufu antag	APJ antagonist	APJ agonist	EBI2 antag	UBC13 inh	CXCR6 inh	ATG4B inh	CCR6 antag
Nc1cc(=O)[nH]n1C1CCN(c2ccccc2)CC1
 : -9	2	10	-21	-8	-13	-13	-4
COc1ccccc1NCC(=O)Nc1cc(S(=O)(=O)N2CCOCC2)ccc1N1CCOCC1
 : 8	-14	-2	-5	12	1	-10	13
OC1(c2ccccc2)CNCCc2ccccc21 (stereo unspecified)
 : .	-19	-4	1	-3	4	10	12
CCOC(=O)C(CC)(CC)C(=O)/C=C/c1ccc(Br)cc1
 : 0	-11	-3	16	-2	-2	1	19
CC(C)c1nnc(NC(=O)c2cccc(NC(=O)C(F)(F)F)c2)s1
 : -68	9	-1	0	2	-6	-6	5
O=C(Nc1ccc(Cl)cc1Cl)c1csc(-c2cccnc2)n1
 : -23	18	-1	5	-4	-2	-8	16
NS(=O)(=O)c1ccc(NC(=O)COC(=O)CNC(=O)C23CC4CC(CC(C4)C2)C3)cc1
 : -22	-11	-1	-9	-19	2	-2	5
Cc1ccc2c(c1)COc1c3ccc(C(=O)N[C@@H](C)CO)cc3nn1-2
 : -29	30	-2	0	0	10	-7	-6
Cc1nnc2ccc(-c3cccc(NC(=O)c4ccc(Cl)nc4)c3)nn12
 : 20	-2	1	-10	1	-3	29	-25
COc1ccc(C(=O)N2CCCC(C(=O)O)C2)c2ccccc12 (stereo unspecified)
 : -36	-14	-1	6	-1	0	6	2
O=C(N/N=C/c1cccc(F)c1)c1csc2c1CCCC2
 : -46	8	6	-6	-3	-2	7	4
CSc1nsc(SCC(=O)Nc2cccc(C(=O)O)c2)n1
 : 11	11	0	7	4	1	-4	17
O=C(Nc1ccc(C(=O)O)cc1)/C(=C/c1ccc([N+](=O)[O-])cc1)NC(=O)c1ccccc1
 : 2	-50	0	7	-9	3	-8	10
CC(C)c1ccc(/C=C2\NC(=O)NC2=O)cc1
 : -11	5	-3	-9	1	5	-1	7
CCCC(c1nnnn1CC1CCCO1)N1CCN(c2cc(Cl)ccc2C)CC1 (stereo unspecified)
 : 12	-2	-2	5	12	-1	-10	19
Cc1ccc(C)c(S(=O)(=O)N2CCN(C(=O)C3CCN(c4ncnc5sc(C)c(C)c45)CC3)CC2)c1
 : 73*	-3	6	11	-4	4	13	18
CS(=O)(=O)c1ccc2c(c1)SC1=NC(=O)/C(=C/c3ccco3)C(=N)N12
 : 8	15	-3	4	-6	4	-3	20
CCn1ccnc1CN(C)C(=O)c1cc(COc2ccc(Cl)cc2OC)on1
 : 32	6	-5	-3	-3	4	0	-4
S=C(Nc1ccc(Cl)cc1)N(CCCN1CCOCC1)Cc1ccco1
 : 6	3	0	-6	-6	-4	-2	18
COc1ccccc1OCCC(=O)OCC(=O)Nc1ccc2c(c1)OCCO2
 : 0	3	0	-7	6	1	-4	7
COCCCn1nnnc1SCC(=O)N1c2ccccc2CC1C (stereo unspecified)
 : -2	10	-3	-4	-8	-4	-6	-20
COc1cccc(NC(=O)CN(C)C(=O)c2cn(-c3ccccc3)nc2-c2cccnc2)c1
 : 1	-2	-2	5	8	2	-1	-3
Cc1cc(C)cc(OCCn2ccnc2)c1
 : -1	12	-1	0	-4	1	-3	8
COc1ccc(CNC(=O)C(C)N2C(=O)NC(c3ccccc3)(c3ccccc3)C2=O)cc1 (stereo unspecified)
 : -8	12	-3	0	8	5	-27	9
Clc1cccc(CNCCCSc2ncccn2)c1
 : 17	-13	1	1	-2	-11	-3	6
CCNc1cc2oc(=O)c(CN3CCOCC3)c(C)c2cc1C
 : -112	-10	1	-4	9	-5	-17	5
c1ccc(-c2csc(N3CCSCC3)n2)cc1
 : -12	-18	-4	15	-4	-10	1	11
O=C(Oc1ccccc1-c1nnco1)c1ccccc1
 : 0	-11	-2	2	-3	0	-4	30
Cc1cccc(NC(=O)c2nc[nH]c2C(=O)N2CCN(C(=O)OC(C)(C)C)CC2)c1
 : 5	-6	1	-8	-15	2	-17	2
COc1ccc(-c2csc(NC(=O)CN3C(=O)NC4(CCCC4)C3=O)n2)c(OC)c1
 : 12	-40	-7	-7	9	-5	-2	1
c1ccc2n[nH]nc2c1
 : 3	.	.	-6	.	-6	-2	4
CC(=O)c1ccc(NC(=O)CCNS(=O)(=O)c2cccc3nonc23)cc1
 : -2	1	-1	-8	-6	-5	-9	2
O=C1c2ccccc2C(=O)C12OC(c1ccccc1)C1(C(=O)c3ccccc3C1=O)C2c1ccc([N+](=O)[O-])cc1 (stereo unspecified)
 : -10	-13	3	0	-42	-1	5	-11
NS(=O)(=O)c1ccc(NC(=O)CSc2nnc3n2CCCCC3)cc1
 : 2	-4	0	-8	1	0	-2	-1
CCCCNCc1cc(OCC)c(OCC(N)=O)cc1Br
 : 10	-19	-3	0	1	5	9	11
CCC(=O)Nc1ccc(NC(=S)NC(=O)/C=C/c2ccco2)cc1
 : -5	-7	-4	-5	-8	11	4	18
O=C(CSc1nc(-c2ccccc2)cc(=O)[nH]1)Nc1ccccc1
 : -2	3	0	-18	5	-6	-2	3
CC1CCN(CCCNC(=O)C2CCN(S(=O)(=O)N3CCC4(CC3)OCCO4)CC2)CC1
 : -26	13	-9	2	-10	-2	-1	-5
Nc1nc(Br)c2c(F)cccc2c1-c1ccc(F)cc1
 : 0	-18	-4	-8	11	-9	-4	0
COc1ccc(NC(=O)c2cc(-c3cc(OC)c(OC)c(OC)c3)nc3ccccc23)c(OC)c1
 : 5	2	-4	-10	4	4	-14	12
COc1ccc(/C=C/C(=O)OCC(=O)Nc2cc(C(F)(F)F)ccc2Cl)cc1
 : -5	11	-3	12	5	0	1	6
Cc1cc(C(=O)Nc2cccc(C)c2C)n(-c2ccccc2)n1
 : -4	23	-3	2	0	3	-7	11
CC(OC(=O)c1cccn1C)C(=O)Nc1ccc2c(c1)OCO2 (stereo unspecified)
 : 17	-1	-2	6	-12	0	2	-1
Cc1[nH]nc2c1C(C(C)C)C(C#N)=C(N)O2 (stereo unspecified)
 : 2	1	3	3	2	6	2	2
COc1ccc(COC(=O)CN2C(=O)NC3(CCCC3)C2=O)cc1F
 : -19	-7	5	-2	-2	-1	3	3
COc1ccc2nc(-c3ccccc3)cc(C(=O)OCC(=O)N3CC(C)OC(C)C3)c2c1 (stereo unspecified)
 : 12	-9	2	14	37	-6	-4	3
O=C(CCN1CCC2CCC(C2)C1)c1ccc(F)cc1 (stereo unspecified)
 : 6	.	.	-5	.	-3	0	1
C=CCn1c(-c2cccc(S(=O)(=O)N3CCOCC3)c2)n[nH]c1=S
 : 5	17	-3	-4	2	-25	-9	6
COc1cc(/C=N/n2cnnc2)ccc1OCC(=O)N1CCOCC1
 : -5	15	0	-5	7	6	2	6
CC(=O)Nc1ccc(NC(=O)C(C)OC(=O)c2ccc(S(=O)(=O)N3CCCCC3)cc2)cc1 (stereo unspecified)
 : -1	-3	-2	-2	-17	2	3	6
CCOC(=O)Cc1c(Sc2ccccc2)c2ccccc2n1C
 : -4	-20	-4	10	3	10	2	28
CCN1C(=O)C(CC(=O)Nc2ccc(F)cc2)N(CCCN2CCN(c3ccc(F)cc3)CC2)C1=S (stereo unspecified)
 : 26	-49	6	6	8	-17	-4	-2
COc1ccc(C(=O)NCCOc2ccccc2Cl)c(OC)c1OC
 : 0	-6	-3	3	0	-15	3	16
CC(/C=C/c1cccc([N+](=O)[O-])c1)=N/NC(=O)c1cccnc1
 : 0	6	0	-8	-7	-1	8	10
C/C(CC(=O)Nc1ccc(Cl)c(C(F)(F)F)c1)=N\NC(=O)c1ccccc1O
 : 3	-20	4	-2	-6	-4	15	20
CC(C)C(=O)N1CCN(C2=NS(=O)(=O)c3ccccc32)CC1
 : 3	15	0	-7	-3	6	-4	3
COc1ccc(OCC(=O)NNC(=O)C(=O)Nc2ccc(C)cc2)cc1
 : -7	-6	-4	-7	-1	2	7	-1
COCc1c(C(=O)OCc2nc3ccsc3c(=O)[nH]2)oc2ccccc12
 : 3	-11	0	8	-8	-9	-25	24
CCOC(=O)N1CCC(NC(=O)c2ccc3c(c2)N(Cc2ccc(F)cc2)CCS3)CC1
 : 2	3	-2	12	20	17	2	10
c1ccc(COc2ccc(-c3csnn3)cc2)cc1
 : 6	6	1	-5	-9	4	-6	-5

# Further structures.
# Every second line gives: Gli-Sufu antag	APJ antagonist	APJ agonist	EBI2 antag	UBC13 inh	CXCR6 inh	ATG4B inh	CCR6 antag
CCOc1ccc2nc(NCCNC(=O)Nc3ccccc3)c(C#N)cc2c1
 : 9	.	.	-30	.	-4	-14	0
COc1cc(CN2CCN(Cc3ccc(C)cc3)CC2)c([N+](=O)[O-])cc1OC
 : 29	-12	-2	5	-1	-24	-2	-6
COc1ccc(C(C)=O)cc1CSc1nnc(C)n1-c1ccccc1
 : 5	7	-2	-4	15	12	-6	23
CC(C)C(=O)Nc1ccc(Cc2ccc(NC(=O)C(C)C)c(O)c2)cc1O
 : -2	-21	-2	-13	4	1	-9	-17
COc1ccc(C)cc1NC(=O)C1CCCN(S(=O)(=O)c2cccnc2)C1 (stereo unspecified)
 : 2	9	-5	-7	3	-7	1	19
Cc1ccc(OCc2ccc(C(=O)Nc3ccc(S(N)(=O)=O)cc3)o2)cc1
 : -10	-14	1	10	3	1	-6	10
COc1cc(C(=O)Nc2ccc(C(C)=O)cc2)c(Br)c(OC)c1OC
 : -38	-1	1	0	-6	2	-9	2
CC(C)(C)c1ccc(OCCC(=O)Nc2cccc(S(=O)(=O)N3CCOCC3)c2)cc1
 : -4	5	-2	4	5	-3	-7	13
C=CCn1c(N)c(C(=O)NCc2cccnc2)sc1=S
 : 4	5	-5	3	1	-5	8	4
CCOC(=O)N/N=C\C=C\c1ccco1
 : -2	24	-6	-14	-4	-2	11	-1
O=C(CO/N=C/c1ccccc1)Nc1c(F)c(F)c(F)c(F)c1F
 : -2	0	0	-4	4	-1	0	-4
COc1ccc(N2CCN(S(=O)(=O)c3ccc(OC)cc3)CC2)cc1
 : -5	13	-2	-7	2	-13	-1	3
CCN(CC)C(=O)C(C)OC(=O)COc1ccc(Cl)cc1C (stereo unspecified)
 : -17	7	-3	5	-5	-1	4	0
CCOCCCNC(=O)c1cn(CC)c2ccc(S(=O)(=O)N3CCCC3)cc2c1=O
 : -5	9	5	-5	-7	-4	2	18
Cc1ccc(S(=O)(=O)n2nc(C)c(C#N)c2N)cc1
 : -3	-3	-2	-8	15	2	-3	1
CCC(C)N1C(=O)CCC1C(=O)NCc1ccc2c(c1)OCO2 (stereo unspecified)
 : 17	-77	0	-4	-8	6	8	11
COc1cc(C(C(=O)Nc2c(C)cccc2C)N(C)C(=O)c2ccc(-n3cnnn3)cc2)ccc1O (stereo unspecified)
 : 2	-5	1	1	-1	0	2	5
COc1ccc(Cl)cc1S(=O)(=O)n1cnc2ccccc21
 : -6	-3	-1	-10	4	-1	-7	14
C=CCOc1ccc(CNn2cn[nH]c2=S)cc1OC
 : -9	-8	-6	-3	5	-14	-8	-21
O=C(Nc1ccc(Cl)cc1)c1ccsn1
 : -52	4	3	-13	6	1	6	7
